AHR activator: AHR activators, primary screen, cell-based, luminescence, luciferase reporter, human; Aryl hydrocarbon receptor (Homo sapiens), P35869; AHR-responsive luciferase reporter cells; activation, % at 5 µM; 2.5% of 320,000 active; AID 2796, 2010; in the data active means activation above about 47%;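 further: 0% = vehicle wells and 100% = reference agonist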
Target sequence (P35869 whole entry, looked up): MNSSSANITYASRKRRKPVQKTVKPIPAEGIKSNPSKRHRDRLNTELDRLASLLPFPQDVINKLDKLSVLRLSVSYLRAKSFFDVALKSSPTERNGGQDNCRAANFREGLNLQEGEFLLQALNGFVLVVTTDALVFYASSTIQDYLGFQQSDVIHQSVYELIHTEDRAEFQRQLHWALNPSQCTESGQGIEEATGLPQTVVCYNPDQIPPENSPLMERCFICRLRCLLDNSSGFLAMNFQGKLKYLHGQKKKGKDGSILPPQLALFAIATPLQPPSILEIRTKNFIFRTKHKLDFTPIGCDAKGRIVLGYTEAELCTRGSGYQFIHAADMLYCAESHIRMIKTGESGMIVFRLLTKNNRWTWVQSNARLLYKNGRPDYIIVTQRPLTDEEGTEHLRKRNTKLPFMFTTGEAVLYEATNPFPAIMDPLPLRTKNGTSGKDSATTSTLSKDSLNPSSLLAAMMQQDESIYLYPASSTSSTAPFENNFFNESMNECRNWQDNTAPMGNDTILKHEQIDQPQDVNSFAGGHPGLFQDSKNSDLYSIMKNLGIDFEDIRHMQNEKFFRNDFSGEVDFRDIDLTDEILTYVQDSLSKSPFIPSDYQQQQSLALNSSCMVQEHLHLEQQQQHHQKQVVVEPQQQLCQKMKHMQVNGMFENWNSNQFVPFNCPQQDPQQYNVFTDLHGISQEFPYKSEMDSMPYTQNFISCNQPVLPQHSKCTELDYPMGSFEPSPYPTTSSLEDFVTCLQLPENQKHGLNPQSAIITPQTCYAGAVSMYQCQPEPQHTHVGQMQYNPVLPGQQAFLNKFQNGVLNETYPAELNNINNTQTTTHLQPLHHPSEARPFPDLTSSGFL
MEP2 TOR yeast: modulators of MEP2-GFP levels in yeast, primary screen, S. cerevisiae, multiplex flow cytometry, MLPCN library; GFP response vs DMSO, % at 10 µM; 0.51% of 330,000 active; S. cerevisiae MEP2-GFP strain, 3 h; 100% = DMSO control level; AID 2016, 2009;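 active means GFP response versus DMSO above a set limit, roughly screen mean plus 3 SD, cut at about 180% in these data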;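 further: median GFP fluorescence of the barcode-gated MEP2-GFP cells per well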
Efflux pump mplx: inhibitors of Candida efflux pumps in yeast, primary screen, S. cerevisiae, Nile Red, multiplex. S. cerevisiae Candida pump triplex. inhibition, % at 10 µM. 0.44% of 330,000 active. AID 485275, 2010;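 active means plate passing quality check with inhibition over a set limit, or well fluorescence over plate mean plus 4 SD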;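 further: Nile Red retained in pooled yeast measured as flow cytometry median fluorescence; 0% = buffer negative control and 100% = Enniatin B positive control; higher means more Nile Red kept so more efflux inhibition; some compounds called inactive have numbers as strong as hits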
AGP1-GFP MLPCN: modulators of AGP1-GFP expression in yeast TOR pathway, primary screen, cell-based, multiplex flow cytometry, S. cerevisiae, MLPCN library; GFP response vs DMSO, % at 10 µM; 3 h; GFP as percent of DMSO wells; 0.02% of 320,000 active; AID 2066, 2009;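 active means GFP response relative to DMSO above a set limit, near screen average plus 3 SD, cut at about 150% in these data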;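 further: median GFP channel fluorescence of the gated AGP1 strain per well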
LAP4 TOR yeast: modulators of LAP4-GFP expression in yeast, primary screen, S. cerevisiae, multiplex flow cytometry, MLPCN library | 0.34% of 320,000 active | AID 2023, 2009 | GFP response vs DMSO, % at 10 µM | 3 h; median GFP as percent of DMSO wells;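 active means GFP response vs DMSO above a set limit, about the screen mean plus 3 SD, cut at about 150% in these data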
RPL19A-GFP yeast: RPL19A-GFP expression modulators in yeast, primary screen, cell-based, S. cerevisiae, multiplex flow cytometry, MLPCN. AID 2025, 2009. S. cerevisiae RPL19A-GFP strain, 3 h; hits give low values. percent response vs DMSO, % at 10 µM. 0.3% of 330,000 active;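 active means percent response vs DMSO below 50%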;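 further: median channel GFP fluorescence of the barcoded RPL19A-GFP strain; ratio of sample median GFP to plate DMSO average so 100% = DMSO; lower means less RPL19A-GFP as with rapamycin TOR inhibition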
Yeast superoxide: reduction of superoxide in aged yeast, primary screen, HTS; S. cerevisiae aged cells, superoxide DHE fluorescence; hits give low values; superoxide response (% of plate mean), % at 10 µM; 0.18% of 330,000 active; AID 2690, 2010;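 active means superoxide response under a set limit, about three screen SD below normal, cut at about 65% in these data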;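 further: yeast aged for seven days with compound at 30 °C before DHE staining; 100% = average MFI of all compound-treated wells on the plate with controls excluded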
CIT2-GFP yeast: modulators of CIT2-GFP expression in yeast, primary screen, S. cerevisiae, GFP fusion, multiplex flow cytometry, MLPCN library; 0.065% of 320,000 active; S. cerevisiae CIT2-GFP strain, 3 h; 100 means same as DMSO wells; GFP response vs DMSO, % at 10 µM; AID 2029, 2009;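 active means GFP response relative to DMSO above a set limit, near the screen mean plus 3 SD, cut at about 150% in these data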;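 further: ratio of well median GFP fluorescence to mean of DMSO wells on the plate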
Active calls of the source: *; . = no result given. Rows were taken by chance (roughly 3.9% active in at least one column).

Compound	CIT2-GFP yeast	RPL19A-GFP yeast	AHR activator	MEP2 TOR yeast	AGP1-GFP MLPCN	Yeast superoxide	LAP4 TOR yeast	Efflux pump mplx
COC(=O)C(NNc1ccccc1)(NC(=O)c1ccc(F)cc1)C(F)(F)F (stereo not drawn)	100.2	101.0	5.4	103.3	103.0	95.9	107.2	-0.1
COc1cc2[nH]c(=O)n(CCC(=O)NCCC(C)C)c(=O)c2cc1OC	100.5	102.5	1.9	103.5	110.6	99.2	98.7	0.0
Cc1ccc(NC(=O)N/C=C/c2ccco2)cc1	104.1	98.6	0.2	95.8	99.4	104.1	97.7	0.1
CC1SC(=NC(=O)C(C)N2C(=O)c3ccccc3C2=O)NC1=O (stereo not drawn)	110.7	105.6	0.1	127.6	108.9	98.8	119.6	-0.1
COC(CN(C)C(=O)c1ccc(CS(=O)(=O)c2ccccc2C)o1)OC	92.8	98.9	1.2	98.9	99.6	91.9	105.2	0.1
CCc1ccc(C(=O)NNC(=O)CN2C(=O)NC3(CCCC3)C2=O)cc1	110.6	106.7	0.6	105.3	110.5	101.8	106.2	-0.3
COc1ccc(C2Nc3ccccc3C(=O)N2NS(=O)(=O)c2ccccc2)c(OC)c1 (stereo not drawn)	100.7	103.2	15.1	97.0	94.9	105.2	94.9	0.1
O=C(Cn1ncc2c3ccccc3n(Cc3ccccc3)c2c1=O)NCc1ccccn1	93.4	93.6	0.0	94.2	107.6	100.7	96.9	0.0
CCN(CC)C(=O)N1CCC(NC(=O)c2ccc(C(C)(C)C)cc2)CC1	82.1	91.1	14.2	87.1	87.3	87.6	89.0	0.5
CC1CCN(C(=O)c2[nH]cnc2C(=O)N[C@H](C)c2ccccc2)CC1	93.1	98.6	-0.3	98.5	97.7	100.8	100.7	0.3
CC1CC(C)CN(S(=O)(=O)c2ccc(NC(=S)NC(=O)c3ccccc3)cc2)C1 (stereo not drawn)	103.3	95.0	-0.5	101.1	93.3	87.0	93.5	0.1
O=C(O)c1cnc(-c2ccccc2)nc1C(F)(F)F	103.5	97.8	2.1	107.4	101.6	95.1	109.2	0.0
CCOC(=O)CSc1nc2sc3c(c2c(=O)n1-c1ccc(C)cc1)CCN(C)C3	102.0	106.7	.	110.9	100.3	89.8	97.5	-0.2
Cc1cc(C)c2oc(-c3ccc(C)c(NC(=S)NC(=O)/C=C/c4ccco4)c3)nc2c1	95.9	110.1	18.2	102.7	115.4	103.4	106.5	0.1
CC(C)Cc1nc(N2CCCCC2)c(C#N)c2c1CCC2	104.5	104.9	2.3	104.9	108.8	95.9	101.5	0.0
CCn1cc([N+](=O)[O-])c(C(=O)Nc2ccc(Cn3nc(C)cc3C)cc2)n1	106.4	100.7	-3.0	108.9	105.1	111.5	102.6	0.0
C=CCNC(=O)COC(=O)c1cc(S(=O)(=O)N2CCOCC2)ccc1N1CCCCC1	88.9	95.8	2.2	94.5	98.4	100.6	97.6	-0.2
NC(N)=Nc1nc(CCN2C(=O)c3ccccc3C2=O)cs1	103.1	101.9	-2.9	101.1	103.8	95.2	98.4	0.0
CCOC(=O)c1c(C)noc1-c1ccc(Br)o1	99.2	98.0	0.3	97.9	113.0	87.7	111.6	-0.2
c1ccc(C[C@H]2CNCCN2CC2(c3ccccc3)CC2)cc1	92.1	91.0	0.4	86.8	86.6	106.9	131.5	-0.2
CCOc1ccc(-c2ccc(SCc3ccccn3)nn2)cc1	105.5	115.1	11.0	105.7	92.2	108.5	112.9	0.1
CCCCOc1ccc(NC(=O)C(=O)NCCC2=CCCCC2)cc1	90.6	99.5	1.4	101.6	103.4	86.9	91.7	0.1
O=C(NCC(c1ccco1)N1CCCC1)c1ccccc1Sc1ccc(C(F)(F)F)cc1[N+](=O)[O-] (stereo not drawn)	108.3	108.2	15.1	114.2	112.1	105.4	108.7	0.0
Cn1nc(CC(=O)Nc2cccnc2N2CCOCC2)c2ccccc2c1=O	102.2	98.3	0.9	128.6	100.5	80.6	97.9	-0.1
CC(C)Cn1c(-c2cc(Br)ccc2F)nc2c1c(=O)[nH]c(=O)n2CC(C)C	105.5	95.1	2.6	115.0	93.6	105.5	92.9	-0.2
CC(C)(C)OC(=O)[C@H]1[C@H](c2ccc([N+](=O)[O-])cc2)C2(C(=O)c3ccccc3C2=O)C2c3ccccc3C=NN21 (stereo partly drawn)	99.9	103.5	8.2	111.2	91.4	88.6	98.9	-0.6
CCc1cccc(C)c1NC(=O)C1C2CCC(O2)C1C(=O)O (stereo not drawn)	93.7	98.8	1.5	105.7	97.2	108.9	95.4	0.1
Cc1cccn2c(=O)c(C(=O)NC3CCCCC3C)c(O)nc12 (stereo not drawn)	72.4	88.6	0.1	85.2	90.8	95.4	87.0	0.0
O=C(NCC(c1ccco1)N1CCc2ccccc21)c1ccccc1 (stereo not drawn)	90.5	95.2	1.6	101.5	96.2	100.7	98.6	0.1
O=C(NCCc1ccccc1)C1CCCN(S(=O)(=O)c2cccc3nsnc23)C1 (stereo not drawn)	99.9	106.9	5.5	100.8	101.2	93.7	88.7	0.0
C=CCNC(=O)C(=O)Nc1cc2c3c(c1)CCC(=O)N3CCC2	106.3	101.7	23.1	104.9	102.3	108.2	99.5	-0.1
Cc1ncc(N=Nc2ccccc2Cl)c(-c2ccccc2)n1	102.2	97.8	12.2	97.5	95.4	86.9	103.1	-0.1
O=C(COc1ccc(F)cc1)NCCN1CCCC1	108.3	102.2	1.6	105.4	104.1	94.7	98.2	-0.2
CCOC(=O)N1CCN(c2nc(-c3ccco3)cc(C(F)(F)F)n2)CC1	100.3	92.0	-10.6	102.3	92.0	89.7	97.5	0.3
Cc1ccc(C2c3sc(=O)[nH]c3SC3C4CC(C5C(=O)N(C(C)C(=O)O)C(=O)C45)C23)cc1 (stereo not drawn)	101.1	101.7	0.3	97.2	98.7	100.5	90.3	-0.4
Cc1ccc(S(=O)(=O)CC(=O)Nc2nc3ccccc3s2)cc1	101.1	105.9	6.5	105.9	101.8	110.2	93.2	0.0
CN(C)C(=O)CSc1cnc2ccccc2n1	107.5	106.7	9.1	112.2	105.5	103.2	96.3	0.0
Cc1cc(S(=O)(=O)N2CCOCC2)ccc1OCC(=O)Nc1ccccc1C(F)(F)F	96.1	98.3	-0.5	98.3	100.8	137.2	96.3	-0.2
Cc1ccc(-c2ccc(C(=O)Nc3ccccc3)o2)c2ccccc12	80.1	95.2	26.8	88.8	78.1	112.3	136.2	0.1
N/C(=N\OC(=O)c1cccnc1)c1ccccc1Cl	116.2	98.6	1.7	121.2	81.9	117.8	105.7	0.0
CC(C)c1nc2sc3c(=O)[nH]c(=S)[nH]c3c2c2c1CCCC2	83.7	95.4	0.3	107.5	95.8	95.3	108.9	0.0
CC(=O)C1=C(C)N(Cc2ccccc2)C(=O)N[C@H]1CCc1ccccc1	96.5	103.7	3.2	92.5	89.4	99.4	111.2	0.0
Cc1c(C(=O)Nc2ccc(S(=O)(=O)NCC3CCCO3)cc2)cccc1[N+](=O)[O-] (stereo not drawn)	101.8	103.5	-1.6	95.0	106.2	100.6	105.0	0.0
Cc1cc(/C=C(\C#N)C(=O)OCC#N)c(C)n1CC(C)C	89.4	84.9	2.7	89.0	84.9	104.6	85.1	-0.2
CC(=O)c1ccc(OCc2cc(C(=O)NCCc3ccc(Cl)cc3)no2)cc1	97.3	91.1	0.3	95.0	102.7	95.9	102.1	0.7
Cc1ccccc1CS(=O)(=O)c1nnc([C@H](Cc2ccccc2)NC(=O)OC(C)(C)C)o1	90.0	92.4	-2.3	96.4	93.0	88.8	126.2	0.2
CC(C)CNC(=O)COC(=O)CCC(=O)c1ccc(Cl)cc1	110.0	111.5	-2.3	102.9	97.4	98.9	103.9	0.0
CC1=C(C(=O)Nc2ccccc2C)C(c2ccc(C)o2)NC(=S)N1 (stereo not drawn)	107.5	110.5	-1.4	108.1	108.0	97.7	102.3	-11.3
CCC(=O)NNC(=O)c1cc(COc2cc(Cl)cc(Cl)c2)on1	101.4	91.3	2.3	87.7	102.4	102.5	103.4	0.2
COc1ccc(Cl)cc1NC(=O)C1CC(c2ccccc2O)=NO1 (stereo not drawn)	98.9	104.0	1.4	108.6	95.4	103.6	96.8	-0.2
O=C(NCCOc1cccc(Cl)c1Cl)c1cc(-n2cnnc2)ccc1Cl	109.3	100.7	0.2	102.3	103.5	86.6	96.4	-0.4
Cc1ccnc(NC(=O)CCNC(=O)c2ccccc2Cl)c1	102.5	106.0	2.4	98.1	112.3	90.7	91.2	0.4

Arranged by heavy-atom count (descending): some entries from above
Compound	CIT2-GFP yeast	RPL19A-GFP yeast	AHR activator	MEP2 TOR yeast	AGP1-GFP MLPCN	Yeast superoxide	LAP4 TOR yeast	Efflux pump mplx
Cc1ccccc1CS(=O)(=O)c1nnc([C@H](Cc2ccccc2)NC(=O)OC(C)(C)C)o1	90.0	92.4	-2.3	96.4	93.0	88.8	126.2	0.2
Cc1cc(S(=O)(=O)N2CCOCC2)ccc1OCC(=O)Nc1ccccc1C(F)(F)F	96.1	98.3	-0.5	98.3	100.8	137.2	96.3	-0.2
Cc1c(C(=O)Nc2ccc(S(=O)(=O)NCC3CCCO3)cc2)cccc1[N+](=O)[O-] (stereo not drawn)	101.8	103.5	-1.6	95.0	106.2	100.6	105.0	0.0
CC(=O)c1ccc(OCc2cc(C(=O)NCCc3ccc(Cl)cc3)no2)cc1	97.3	91.1	0.3	95.0	102.7	95.9	102.1	0.7
O=C(NCCOc1cccc(Cl)c1Cl)c1cc(-n2cnnc2)ccc1Cl	109.3	100.7	0.2	102.3	103.5	86.6	96.4	-0.4
Cc1ccc(-c2ccc(C(=O)Nc3ccccc3)o2)c2ccccc12	80.1	95.2	26.8	88.8	78.1	112.3	136.2	0.1
COc1ccc(Cl)cc1NC(=O)C1CC(c2ccccc2O)=NO1 (stereo not drawn)	98.9	104.0	1.4	108.6	95.4	103.6	96.8	-0.2
CCC(=O)NNC(=O)c1cc(COc2cc(Cl)cc(Cl)c2)on1	101.4	91.3	2.3	87.7	102.4	102.5	103.4	0.2
CC(C)CNC(=O)COC(=O)CCC(=O)c1ccc(Cl)cc1	110.0	111.5	-2.3	102.9	97.4	98.9	103.9	0.0
Cc1cc(/C=C(\C#N)C(=O)OCC#N)c(C)n1CC(C)C	89.4	84.9	2.7	89.0	84.9	104.6	85.1	-0.2
N/C(=N\OC(=O)c1cccnc1)c1ccccc1Cl	116.2	98.6	1.7	121.2	81.9	117.8	105.7	0.0
CN(C)C(=O)CSc1cnc2ccccc2n1	107.5	106.7	9.1	112.2	105.5	103.2	96.3	0.0

Screening results from PubChem.
